FBPA coupling cs: coupling enzyme interference in Giardia aldolase counter-screen | 290,000 tested, 0.67% active | activity change, negative = inhibition, % at 58.2 µM, hits read low | coupling enzyme system counterscreen, AmpLite Red fluorescence; in the data active means activity change below about -30%; further: on the % scale 0 is the no-effect control and ±100 the full control effect
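Fluorescence at 525 nm excitation and 598 nm emission measured inhibition of the coupled detection system without aldolase. Compounds (at 57.5 uM final) were preincubated 10 min at room temperature with coupling enzyme reagent before a 20 min substrate/AmpLite Red step.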
uPA generation: blocks generation of uPA at the cell surface; cell surface uPA generation assay, qHTS; Potency, µM (highest dose often 38.3 µM), for the others: at the highest dose activity change, negative = inhibition, hits mostly inhibitors; 330,000 tested, 0.31% active; AID 540303; active means well fitted inhibition curve with a large enough effect; inconclusive means small, poorly fitted or top-dose-only effect; inactive means no such curve, though single readings can be large or run the other way; tested in mouse RAW 264.7 cells; further: potency means the concentration at half of the fitted maximal effect; on the % scale 0 is the no-effect control and ±100 the full control effect; nearly all actives have a fitted effect of over 55% in size
NPC1 prom act: activates the NPC1 promoter. Huh7 NPC1 promoter luciferase reporter, 24 h. Potency, µM (titrated, usually from 9.22 µM), for the others: at the highest dose activation, hits mostly activators. 320,000 tested, 2.4% active. AID 485313;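 further: potency means the concentration at half of the fitted maximal effect; % of control where 0% means no effect; nearly all actives have a fitted effect of over 60% in size; reporter is driven by a mutant NPC1 promoter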
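Readout is luciferase luminescence, reflecting NPC1 promoter activation in stably transfected Huh7 cells after 24 h compound exposure at 37 °C in reduced-serum medium with 10% FBS.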
Giardia kill: kills Giardia lamblia; Giardia lamblia trophozoite viability; activity change, % at 7.66 µM, hits read low; 340,000 tested, 0.15% active; AID 540267; in the data active means activity change below about -80%; inconclusive means between about -30% and that limit;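 further: parasites exposed to compound for two days anaerobically before the ATP read; on the % scale 0 is the no-effect control and ±100 the full control effect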
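Trophozoites 100 cells/well + cpd; 48 hrs, 37 deg C, anaerobic. ATPLite 1-Step added, 15-30 min RT, luminescence read (ATP-based viability).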
FLuc counter: inhibits or activates purified firefly luciferase, miR-21 counter-screen. AID 588342. 360,000 tested, 6.9% active. purified FLuc, Km substrates, luminescence inhibition. P08659. Potency, µM (top dose mostly 57.5 µM), inactives show top-dose activity change, negative = inhibition, most hits filed as inhibitors;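 further: potency means the concentration at half of the fitted maximal effect; plate controls were vehicle for no effect and reference inhibitor for full effect; nearly all actives have a fitted effect of over 55% in size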
Target sequence (P08659 whole entry, looked up): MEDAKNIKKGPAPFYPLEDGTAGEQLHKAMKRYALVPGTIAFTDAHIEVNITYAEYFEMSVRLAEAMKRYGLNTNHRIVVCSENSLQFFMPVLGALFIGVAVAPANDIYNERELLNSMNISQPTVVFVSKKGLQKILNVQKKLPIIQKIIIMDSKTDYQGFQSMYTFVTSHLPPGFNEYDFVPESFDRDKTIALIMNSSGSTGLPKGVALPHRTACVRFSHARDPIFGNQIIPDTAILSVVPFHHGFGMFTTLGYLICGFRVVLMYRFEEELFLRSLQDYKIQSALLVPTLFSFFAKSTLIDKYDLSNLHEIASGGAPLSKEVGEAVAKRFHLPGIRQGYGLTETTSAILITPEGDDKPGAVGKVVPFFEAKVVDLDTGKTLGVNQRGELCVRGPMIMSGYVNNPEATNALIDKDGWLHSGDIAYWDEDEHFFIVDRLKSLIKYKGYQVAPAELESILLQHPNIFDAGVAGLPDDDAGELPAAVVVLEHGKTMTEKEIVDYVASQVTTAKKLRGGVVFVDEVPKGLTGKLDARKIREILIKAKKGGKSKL
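Biochemical qHTS of compounds, final roughly 60 µM downward over six points, against 10 nM purified firefly luciferase using Km concentrations of substrates (10 uM D-luciferin, 10 uM ATP) in Tris acetate pH 7.5 buffer; luminescence output.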
ELG1 genotox: genotoxicity induction in ELG1-luciferase HEK293T cells; 330,000 tested, 1.3% active; HEK293T ELG1-luciferase reporter, luminescence, 16 h; Potency, µM (titrated, usually from 46 µM), for inactives: at the top dose activity change, positive = activation, actives largely listed as activators; further: potency means the concentration at half of the fitted maximal effect; % of control where 0% means no effect; nearly all actives have a fitted effect of over 60% in size
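Step 1: seed 2,000 HEK293T ELG1-luciferase cells per well. Step 2: add compound or DMSO, incubate 16 hr at 37 °C. Step 3: ONE-Glo, 30 min at room temperature, read luminescence.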
Rab9 prom act: Rab9 promoter activation. Huh7 Rab9 promoter-luciferase reporter, luminescence, 24 h. Potency, µM (series often up to 9.22 µM), inactives show at the top dose activation, negative = inhibition, hits mostly activators. 320,000 tested, 2.8% active. AID 485297; further: potency means the concentration at half of the fitted maximal effect; % of control where 0% means no effect; nearly all actives have a fitted effect of over 60% in size
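Cell-based reporter: Huh7 stable for Rab9 promoter-driven luciferase, plated in reduced-serum medium with 10% FBS at 1500 cells/well, compound-treated 24 h at 37 °C, luminescence read after 10 min reagent.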
Gal4-VP16 FLuc: inhibits Gal4-VP16 luciferase reporter, ROR gamma counter-screen. AID 2546. Potency, µM (top dose mostly 53.6 µM), for inactives: top-dose activity, negative = inhibition, most hits filed as inhibitors. Drosophila S2 Gal4-VP16 UAS-luciferase, luminescence, 20 h. 310,000 tested, 3.5% active;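 further: Gal4-VP16 expression switched on by copper sulfate through the metallothionein promoter; potency means the concentration at half of the fitted maximal effect; on the % scale 0 is the no-effect control and ±100 the full control effect; nearly all actives have a fitted effect of over 50% in size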
RORg inh: blocks mouse ROR gamma transcriptional activity; 310,000 tested, 5.4% active; Drosophila S2 Gal4-RORgamma UAS-luciferase reporter, 20 h; Potency, µM (titrated, usually from 53.6 µM), without a hit: at the top dose activity change, negative = inhibition, most hits filed as inhibitors; P51450; further: potency means the concentration at half of the fitted maximal effect; on the % scale 0 is the no-effect control and ±100 the full control effect; nearly all actives have a fitted effect of over 60% in size
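A Gal4/UAS one-hybrid system in insect cells: metallothionein-promoter Gal4–ROR gamma fusion plus Photinus luciferase reporter. Copper sulfate 700 uM final, 20 hr ambient incubation, luminescent detection after 10 min with reagent.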
Tb PFK inh: inhibitors of T. brucei phosphofructokinase | O15648 | T. brucei PFK, ADP-Glo luminescence | Potency, µM (top dose mostly 57.5 µM), for the others: at the top dose activity, negative = inhibition, usual class: inhibitors | 330,000 tested, 0.17% active;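 further: potency means the concentration at half of the fitted maximal effect; 0% = uninhibited 1x PFK enzyme wells and -100% = no-enzyme wells; nearly all actives have a fitted effect of over 60% in size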
Target sequence (O15648 whole entry, looked up): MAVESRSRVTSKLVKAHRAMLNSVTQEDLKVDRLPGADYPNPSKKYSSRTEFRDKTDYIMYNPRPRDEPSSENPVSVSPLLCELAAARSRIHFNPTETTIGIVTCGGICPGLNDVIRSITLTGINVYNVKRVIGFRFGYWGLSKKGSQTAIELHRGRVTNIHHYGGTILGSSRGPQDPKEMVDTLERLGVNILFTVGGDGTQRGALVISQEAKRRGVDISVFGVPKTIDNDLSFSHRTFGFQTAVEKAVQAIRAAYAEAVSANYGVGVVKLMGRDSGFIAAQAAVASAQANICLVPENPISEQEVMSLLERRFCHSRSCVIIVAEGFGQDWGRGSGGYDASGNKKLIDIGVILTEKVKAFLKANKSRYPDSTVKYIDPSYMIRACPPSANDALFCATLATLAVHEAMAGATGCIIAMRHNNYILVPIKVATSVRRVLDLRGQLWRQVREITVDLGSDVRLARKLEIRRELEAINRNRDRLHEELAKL
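Luminescent ADP detection (ADP-Glo, two-step: ATP depletion then ADP-to-ATP conversion for luciferase) reported PFK activity after 45 min room-temperature reaction of 1.25 nM enzyme with 0.5 mM F6P and 0.1 mM ATP at pH 8.0.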
KCNH2 3.1 block: blocks the human KCNH2 3.1 channel isoform. U2OS KCNH2 3.1, thallium flux FluxOr; stronger effect = lower value. activity change, % (tested at about 1.8 µM). 340,000 tested, 0.95% active. AID 720553;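 active means maximum activity change below -70%; inconclusive means maximum activity change from -70% to -50%; inactive means maximum activity change above -50%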;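 further: thallium influx rate constant from kinetic fluorescence after stimulation buffer; on the % scale 0 is the no-effect control and ±100 the full control effect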
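FluxOr-based Tl+ influx in U2OS cells transduced with KCNH2 3.1 virus; rate constants normalized to DMSO controls.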
* = called active by the depositor; ? = inconclusive; / = no result given; [ ] = another dose, or the depositor's remark. Unless noted, the call rests on the fitted dose curve; in most records, active means well fitted curve in the direction sought with a large enough effect; inconclusive means small, poorly fitted or top-dose-only effect, or another doubt; inactive means no such curve, though single readings can be large; an effect the other way counts as inactive or inconclusive.

SMILES	FBPA coupling cs	uPA generation	NPC1 prom act	Giardia kill	FLuc counter	ELG1 genotox	Rab9 prom act	Gal4-VP16 FLuc	RORg inh	Tb PFK inh	KCNH2 3.1 block
C/C(Cc1ccccc1)=N\NC(=O)CNC(=O)/C=C\c1ccccc1	1	-3%	-1%	-11	1%	5%	5%	-12%	24%	2%	-3
COc1cc(SC)ccc1C(=O)OCC(=O)NCCNC(=O)COC(=O)c1ccc(SC)cc1OC	/	1%	-3%	-7	0%	-5%	-2%	-11%	1%	-11%	-2
C=CCNc1nc(C(=O)OCC)nc2ccccc12	1	4%	-2%	-6	-1%	1%	0%	5%	-1%	-2%	-7
O=C(NNC(=S)NC(=O)c1ccccc1)c1ccc([N+](=O)[O-])cc1	0	5%	1%	?	-11%	-1%	4%	1.4µM*	3.5µM*	-2%	-6
N=c1c(C(=O)NCc2ccco2)cc2c(=O)n3ccccc3nc2n1Cc1ccccc1	-3	3%	1%	6	4%	-1%	10%	-2%	15%	1%	-12
CCCCC(=O)Nc1c(-c2cccc(OC)c2)c(=O)c2ccccc2n1C	2	?	3%	8	0%	2%	-4%	7%	22%	4%	-4
CCn1c(=O)c2cc(C(=O)NC(C)C)sc2c2ccccc21	1	-3%	-11%	8	-14%	15%	-10%	-2%	-1%	7%	13
CCOC(=O)c1sc(N(Cc2ccccc2)C(=O)COC(=O)c2ccc(O)cc2)nc1C	-2	0%	3%	-16	-2%	-13%	12%	?	?	0%	-9
COc1ccc(C2=NCCc3cc(OC)c(OC)cc32)cc1	0	3%	-5%	-11	5%	-2%	-7%	?	-27%	-1%	4
Oc1ccc(/C=N/N2CCOCC2)c(O)c1O	-48*	2%	-4%	-7	?	-14%	6%	-3%	1%	-26%	-7
CCN=C1SC(C(=O)Nc2cccc(OCC)c2)CC(=O)N1CC (stereo unspecified)	-4	11%	4%	-6	13%	-7%	8%	1%	21%	1%	19
COc1ccc(CSc2nnc(N)s2)cc1F	2	1%	-2%	6	-16%	2%	28%	1%	23%	1%	9

3 compounds from above, arranged by the value under NPC1 prom act, highest first:
structure | NPC1 prom act
CCN=C1SC(C(=O)Nc2cccc(OCC)c2)CC(=O)N1CC (stereo unspecified) | 4%
O=C(NNC(=S)NC(=O)c1ccccc1)c1ccc([N+](=O)[O-])cc1 | 1%
CCn1c(=O)c2cc(C(=O)NC(C)C)sc2c2ccccc21 | -11%

The listing continues.
SMILES	FBPA coupling cs	uPA generation	NPC1 prom act	Giardia kill	FLuc counter	ELG1 genotox	Rab9 prom act	Gal4-VP16 FLuc	RORg inh	Tb PFK inh	KCNH2 3.1 block
C/C(N)=C(/C#N)C(=O)COc1ncnc2ccc(Br)cc12	2	-6%	-2%	-2	-2%	3%	-3%	-1%	23%	1%	-1
CCOc1ccc(/C=C(\C(=O)O)c2ccc(S(=O)(=O)N3CCCCC3)s2)cc1OC	/	?	/	-11	/	12%	/	/	/	0%	9
COc1ccc(C(=O)OCC(=O)N(C)C2CCS(=O)(=O)C2)cc1S(=O)(=O)N(C)Cc1ccccc1 (stereo unspecified)	/	12%	-5%	?	3%	1%	1%	/	/	-2%	1
CSc1ccc(Cl)c(C(=O)Nc2ccc(OCC(N)=O)cc2)c1	-3	/	-3%	-4	-2%	5%	-7%	-1%	11%	0%	-13
CCCOn1nnnc1-c1ccccc1	1	3%	1%	14	4%	4%	0%	3%	-6%	2%	-2
CCCN1CCN(CCCNC(=O)C2CCN(c3nnc(-n4cccc4)s3)CC2)CC1	-1	2%	0%	-18	-3%	2%	0%	-9%	-15%	-6%	-7
CCOC(=O)CSc1nc(C)c(C(C)=O)cc1C(N)=O	-2	2%	-2%	4	1%	1%	2%	2%	4%	-1%	8
CCCCOc1ccc(/C=N/NC(=O)c2csc(C)c2C)cc1	-1	3%	20%	-4	?	-4%	-2%	?	11µM*	2%	0
Cc1cc(C)n(-c2nc3sc4c(c3c(=O)[nH]2)CCCC4)n1	0	/	-2%	/	?	?	9%	1.4µM*	0.71µM*	5%	/
CC1Cc2ccccc2N1C(=O)CN1CCc2ccccc2C1 (stereo unspecified)	-3	3%	1%	1	0%	-7%	11%	1%	?	-2%	1
Cc1cc(-c2ccccc2)n[nH]1	-2	9%	5%	-8	1%	8%	14%	-17%	-4%	2%	10
CCn1c(SCC(=O)Nc2cccc(NC(C)=O)c2)nnc1C(C)C	1	-4%	5%	-2	1%	0%	0%	7%	10%	-3%	7
CCc1c(C)c2ccc(OC3CCCCC3=O)cc2oc1=O (stereo unspecified)	0	-11%	?	10	?	?	?	6%	9%	0%	-6
O=C(CCS(=O)(=O)Cc1ccccc1)Nc1nnc(C(F)(F)F)s1	0	-1%	-4%	-20	0%	-4%	5%	6%	?	-6%	-22
CCOC(=O)N1CCN(C(=O)CCNS(=O)(=O)c2ccc3c(c2)c(=O)n(C)c(=O)n3C)CC1	1	3%	-14%	6	1%	10%	4%	-12%	0%	-3%	1
CCNc1ccc(Br)cc(C(=O)/C=C/c2ccc(Cl)cc2)c1=O	-28	-7%	1%	-3	-19%	-9%	0%	?	-35%	2%	1
CCCCc1cc(=O)oc2cc(OC(C)C(=O)NCc3ccccn3)c(Cl)cc12 (stereo unspecified)	-6	-15%	-6%	-12	2%	-1%[9.26 µM]	-2%	-7%	32%	-1%	-10
CC(/C=C/c1ccccc1)=N\NC(=O)Cn1cncn1	1	-5%	-4%	-4	2%	2%	-3%	-8%	-4%	0%	-2
O=C(Nc1cccc(-c2ccc(N3CCCCC3)nn2)c1)c1ccc(Br)o1	/	-13%	1.3µM*	?	0.34µM*	2.3µM*	2.8µM*	/	/	1%	-24
CN(c1ccccc1)c1ccc(/C=C/[N+](=O)[O-])cc1	-5	-5%	9%	13	11µM*	-6%	17%	?	?	?	-47
Cc1oc(-c2cccc(Cl)c2)nc1CS(=O)(=O)CC(=O)NC1CCCC1	-2	-1%	-5%	9	1%	-3%	-5%	0%	0%	-3%	11
CC1CCN(S(=O)(=O)c2ccc(C(=O)Nc3ncccc3O)cc2)CC1	/	-4%	0%	-8	1%	?	19%	-27%	?	-4%	/
CC12CCC(C(=O)Nc3ncc([N+](=O)[O-])s3)(OC1=O)C2(C)C (stereo unspecified)	1	/	2%	-86*	3%	-15%	-4%	-4%	35%	0%	20
CCc1nnc(NC(=O)c2ccc(COc3ccc(C)cc3)o2)s1	3	-9%	9%	18	-9%	0%	14%	4%	-14%	0%	7
CCOC(=O)C1=C(C)N(C)C(=S)N(C)C1c1ccc(OC)cc1 (stereo unspecified)	5	0%	-3%	-2	-6%	5%	0%	23%	-43%	-2%	0
O=C1CNC(=O)/C1=C/c1ccccc1	0	0%	0%	-9	-1%	-5%	5%	-18%	2%	?	/
COCCCNC(=O)c1ccc(C2SCC(=O)N2Cc2ccco2)cc1 (stereo unspecified)	1	-4%	-2%	4	-1%	-9%	0%	7%	27%	-6%	19
CCOC(=O)c1cc2c(C)n(-c3ccc(N(C)C)cc3)c(C)c2cc(C(=O)OCC)c1=O	-2	/	29%	8	1.7µM*	2%	?	2%	17%	1%	9
COc1cc(CNC(C)c2ccccc2)cc(Cl)c1OCC(=O)Nc1ccccc1 (stereo unspecified)	5	-28%	-3%	?	5%	-15%	-6%	?	-12%	0%	-1
Cc1ccc(NC(=O)CSc2nnc(-c3ccccn3)n2C)cc1	1	1%	2%	3	3%	-7%	-1%	0%	1%	9%	6
CCOCCCNC(=O)c1ccc(CS(=O)(=O)Cc2cccc(C)c2)o1	0	-4%	0%	-10	-1%	4%	4%	1%	14%	-3%	-5
COC(=O)c1c(-c2ccccc2)csc1NC(=O)C1CC=CCC1C(=O)O (stereo unspecified)	17	3%	-1%	-2	?	2%	-2%	-3%	34%	-3%	8
CCNc1ccc(S(=O)(=O)N2CCCCC2)cn1	/	-10%	0%	1	-1%	1%	1%	/	/	0%	0
O=C(NCCCOc1cccc(CN2CCCCC2)c1)c1ccc(Cl)c(Cl)c1	2	-10%	-7%	12	2%	-3%	3%	-8%	1%	3%	-4
OCC1(CCOc2ccccc2)CCN(Cc2cn[nH]c2-c2ccccc2)CC1	2	10%	-7%	3	0%	-2%	-6%	12%	18%	4%	35
CCOc1ccc(-c2cc(C(=O)OC)[nH]n2)cc1	1	-7%	3.2µM*	1	9.5µM*	?	2.2µM*	-16%	0%	-5%	2
Cc1csc(NC(=O)CSc2nsc(SCC(=O)Nc3nc(C)cs3)c2C#N)n1	2	/	2.5µM*	-7	?	?	1.6µM*	-2%	-30%	-3%	-5
COc1ccccc1-c1ccc(=O)n(CC(=O)NCc2cccs2)n1	0	-8%	12%	-3	-17%	?	14%	-9%	6%	-2%	0

Bioassay records as filed in PubChem BioAssay.

No enrichment for hits; about 14% have a hit in one of these screens.
